# Screens as filed in PubChem BioAssay.
# SRC3 TRFRET art – flags TR-FRET format artefacts in PPARgamma SRC-3 recruitment agonist screen | TR-FRET artefact counter-screen, PPARgamma/SRC-3 format; active compounds read high | TR-FRET ratio at 8 µM | hit rate 0.39% among 99,000 | AID 1048; in the data active means TR-FRET ratio above about 2000; further: inactives centre near 1600; reference of the scale not given here
# SRC1 TRFRET art – counter-screen for PPARgamma SRC-1 recruitment agonists: TR-FRET artefact; AID 1051; hit rate 0.34% among 99,000; TR-FRET ratio at 8 µM; TR-FRET detection artefact counter-screen, emission ratio; active compounds read high; in the data active means TR-FRET ratio above about 2300; further: inactives centre near 1800; reference of the scale not given here
# An asterisk follows results filed as active. This is a subset, so the mix of outcomes need not match the whole.
# Results follow in this order: SRC1 TRFRET art | SRC3 TRFRET art
- Cc1cc(C)c(NC(=O)CN2C(=O)NC(CCc3ccccc3)C2=O)c(C)c1 (stereo unspecified)
  1667 | 1479
- COc1ccc(/C=N/S(=O)(=O)CCc2ccccc2)c(OC)c1
  1751 | 1331
- CCOC(=O)C1=C(CN2CCCCCC2)NC(=O)NC1c1ccc2c(c1)OCO2 (stereo unspecified)
  1408 | 1476
- CC(=O)Oc1ccc2ccc(=O)oc2c1
  1893 | 1640
- Cc1nc(C)c(C(=O)NNS(=O)(=O)c2ccc([N+](=O)[O-])cc2)s1
  1819 | 1623
- O=C(N/N=C/C(Br)=C/c1ccccc1)c1cccs1
  1536 | 1650
- O=C1C(=O)N(CCc2c[nH]c3ccccc23)C(c2cccnc2)/C1=C(/O)c1ccccc1 (stereo unspecified)
  1673 | 1476
- CCCCCCNc1c([N+](=O)[O-])c(=O)sc2ccccc12
  1483 | 1433
- O=C(Nc1nnc(C2=COCCO2)o1)c1ccc(Cl)cc1
  1824 | 1657
- Cc1c(NC(=O)CN2CCC(C(N)=O)CC2)cccc1[N+](=O)[O-]
  1661 | 1829
- CCCOc1ccc(-c2cc(C(=O)NCC3CCCO3)c3ccccc3n2)cc1 (stereo unspecified)
  1610 | 1623
- CCOC(=O)c1c(N/N=C/c2ccncc2)n[nH]c1C
  1542 | 1440
- O=S(=O)(NCCN1CCOCC1)c1ccc(Cl)s1
  1719 | 1577
- O=C(CCC1CCCN(C(=O)C2CCCC2)C1)NCc1ccc(F)c(F)c1 (stereo unspecified)
  1789 | 1689
- CC(=O)Nc1cccc(NC(=O)COc2nncc3ccccc23)c1
  1698 | 1815
- O=C(NC12CC3CC(CC(C3)C1)C2)c1ccc(-c2ccc(Br)cc2)o1
  1848 | 1770
- CC1(C)C(CSc2nc3ccccc3[nH]2)C1(Cl)Cl (stereo unspecified)
  1769 | 1600
- Cc1cc(C)n2nc(S(=O)(=O)NC(C)(C)C)nc2n1
  1827 | 1478
- Cc1cc2cc(CN(Cc3cccs3)C(=S)NCC3CCCO3)c(=O)[nH]c2cc1C (stereo unspecified)
  1468 | 1500
- C#CCOCCOCCOCCNc1nc(N2CCN(C(=O)[C@H]([C@@H](C)CC)n3cc([C@@H](N)CC(C)C)nn3)CC2)nc(N2CCN(C(=O)[C@H](Cc3cc4ccccc4[nH]3)n3cc([C@@H](N)Cc4ccc(O)cc4)nn3)CC2)n1
  1797 | 1702
- CC(C)Sc1nc2ccccc2n1CC(=O)O
  1707 | 1572
- CCOc1ccc(N2C(=O)CC(NCCNc3ccc([N+](=O)[O-])cn3)C2=O)cc1 (stereo unspecified)
  1839 | 1590
- CC(=O)N1CCN(Cc2nc3cc(NC(=O)NC4CCCCC4)ccc3n2C)CC1
  1701 | 1625
- Cc1cc(Cl)ccc1C(=O)C1CCCN(C(=O)c2ccoc2)C1 (stereo unspecified)
  1949 | 1726
- Cc1[nH]n(-c2ccc(Cl)cc2)c(=O)c1C=NC12CN3CN(CN(C3)C1)C2
  1964 | 1434
- Cc1c(Br)c(=O)oc2c(Br)c(O)ccc12
  1990 | 1656
- CCC(=O)Oc1ccc(C(=O)Nc2ccc3c(c2)OCO3)cc1
  1985 | 1515
- COc1ccc(NC(=S)Nc2ccc3nsnc3c2)cc1
  1769 | 1720
- Cc1ccc(NC(=S)Nc2cccc(S(=O)(=O)Nc3c(C)n(C)n(-c4ccccc4)c3=O)c2)cc1
  1965 | 1635
- Cc1cc([N+](=O)[O-])nn1CC(=O)N1CCOCC1
  1901 | 1474
- Cc1ccc(Oc2ncnc3sccc23)cc1
  1989 | 1495
- COc1ccc(-c2csc3ncn(-c4ccc(C)cc4)c(=O)c23)cc1OC
  1814 | 1288
- Cc1ccnc(SCc2cn3c(C)cccc3n2)n1
  1748 | 1555
- O=C(Cn1nnc(-c2ccccc2)n1)N/N=C/c1ccc(-c2ccc(Cl)cc2)o1
  1743 | 1576
- COc1ccc(NC(=O)/C=C/c2ccc(C)o2)cc1S(=O)(=O)N1CCOCC1
  1584 | 1561
- COc1ccc2cc(/C=N/NC(=O)c3c(Cl)cnn3C)c(Cl)nc2c1
  2047 | 1748
- C=CCOc1ccc(/C=N/O)cc1Cl
  2162 | 1627
- Cc1ccc(S(=O)(=O)ON2C(=O)c3cccc4cccc(c34)C2=O)cc1
  1863 | 1663
- CC1NC(=O)NC1CCCCCC(=O)Nc1ccc(F)cc1 (stereo unspecified)
  1950 | 1593
- COc1cc(CCC(=O)OCC(=O)Nc2cccc(S(=O)(=O)N(C)C)c2)cc(OC)c1OC
  1999 | 1490
- COc1ccc2nc(SCC(C)=O)c(C#N)cc2c1
  2018 | 1585
- COC(=O)c1sccc1NC(=O)CSCCc1ccccn1
  1624 | 1599
- COc1ccc(C2CC(c3ccccc3)=NN2C(=O)COC(=O)c2nc3nc(C)cc(C)n3n2)cc1 (stereo unspecified)
  1948 | 1377
- CCN(C(=O)COC(=O)CNC(=O)c1ccc(C)c(C)c1)C1CCS(=O)(=O)C1 (stereo unspecified)
  1676 | 1498
- COC(=O)c1cnn2c(C)c(Cc3cccc(F)c3)c(C)nc12
  1596 | 1510
- Cc1c(Cl)cccc1NC(=O)CC1SCCNC1=O (stereo unspecified)
  1772 | 1744
- CCOc1cccc(CNCCSc2nnnn2C)c1
  1877 | 1729
- O=[N+]([O-])c1cc(-c2ncccn2)cs1
  1909 | 1375
- CCCC(=N)C1=C(O)CC(CC(C)SCC)CC1=O (stereo unspecified)
  1765 | 1530
- Fc1ccc(N2CCN(/C=C/c3nnnn3-c3ccccc3)CC2)cc1
  1800 | 1677

# Next section.
# Results follow in this order: SRC1 TRFRET art | SRC3 TRFRET art
- COCCSc1ccccc1C(=O)Nc1ccc([N+](=O)[O-])cc1OC
  1996 | 1604
- CC(=O)Nc1ccc(NC(=O)Nc2ccc(C)cc2C)cc1
  1966 | 1527
- OCCC#Cc1ccc(CN2CCN(Cc3ccsc3)C(CCO)C2)cc1 (stereo unspecified)
  1732 | 1540
- S=C(Nc1ccccc1Cl)NC1CCC(NC(=S)Nc2ccccc2Cl)CC1 (stereo unspecified)
  1857 | 1452
- CCC(=O)Nc1cccc(NC(=S)NC(=O)c2ccc(Cl)cc2Cl)c1
  1817 | 1523
- O=c1/c(=C/c2ccc(CNS(=O)(=O)c3ccccc3)o2)sc2n1CCN=2
  1787 | 1493
- CCc1nnc(NS(=O)(=O)c2ccc(N/C=C\C(=O)c3cccc(OC)c3)cc2)s1
  1853 | 1591
- CCc1ccccc1NC(=O)COc1ccc(C(=S)N2CCCC2)cc1
  1513 | 1206
- COc1ccc(NC(=O)COC(=O)Cc2c[nH]c3ccccc23)cc1OC
  1637 | 1599
- O=[N+]([O-])c1cccc(/C=C2\CCC(/C=N/Nc3ccc4ccccc4n3)=C2N2CCOCC2)c1
  1734 | 1393
- CCCc1nc(Cl)c(C#N)c2c1CCCC2
  1776 | 1488
- CC(C)N(CCO)C(=O)CCc1nnc(Cc2cccc(C(F)(F)F)c2)o1
  1699 | 1678
- CC(=O)c1cccc(N=Nc2c(-c3ccccc3)[nH]n(-c3ccccc3)c2=O)c1
  1849 | 1655
- COc1cccc(C(=O)NC(=S)Nc2ccc3oc(=O)ccc3c2)c1
  1751 | 1507
- Cc1cc(C)n(-c2ccc(C(=O)Nc3cccc(S(=O)(=O)N4CCCC4)c3)cc2)n1
  1708 | 1409
- Cc1ccccc1OCCN(C#N)c1nc(N(C)C)nc(N(C)C)n1
  1785 | 1567
- COc1ccc(CCCc2nnc(SCC(=O)Nc3ccc(OC)cc3)o2)cc1
  1761 | 1563
- COc1ccc(S(=O)(=O)N2CCC(N3CCN(Cc4ccccc4)CC3)CC2)cc1
  1599 | 1572
- Cn1c(=O)c2c(ncn2CC(=O)OCC(=O)Nc2ccccc2)n(C)c1=O
  1641 | 1580
- Cc1ccc(NC(=S)NNc2ncc(C(F)(F)F)cc2Cl)cc1
  1580 | 1675
- O=C(O)c1ccc2c(=O)[nH]c(CCl)nc2c1
  2062 | 1392
- CCN(CC)C(=O)n1cnc(-c2ccccc2)c1-c1ccccc1
  2255 | 1562
- CCSCCc1nnc(NC(=O)Nc2cccc(C(F)(F)F)c2)s1
  2182 | 1699
- CC(C(=O)OCc1nnc(-c2ccccc2)o1)N1C(=O)C2CCCCC2C1=O (stereo unspecified)
  1947 | 1596
- COc1cccc(C(=O)Nc2cccc(-c3ccc4nncn4n3)c2)c1OC
  1675 | 1448
- CCCCN(C(=O)c1ccc2c(c1)OCO2)c1ccccc1
  1672 | 1681
- CC1(C)CC2CN(C(=O)Cc3ccccc3)C(C)(C2)C1 (stereo unspecified)
  1750 | 1763
- CCc1n(CC(O)COC2CCCCC2)c2ccccc2[n+]1C (stereo unspecified)
  1904 | 1645
- COc1ccc(CNC(=O)c2nnn(-c3cccc(C(F)(F)F)c3)c2N)cc1
  1582 | 1462
- CCCCc1n[nH]c2c1C(=O)CC(C)(C)C2
  1714 | 1375
- Clc1ccc2nc(-c3ccc4c(c3)OCO4)cn2c1
  1809 | 1526
- COc1c(C)cccc1C(=O)NC(=S)Nc1cccc2nsnc12
  2682* | 2881*
- O=C(NC(=S)Nc1ccc(S(=O)(=O)N2CCCCC2)cc1)c1cccs1
  1935 | 1464
- CCc1nnnn1-c1ccc([N+](=O)[O-])cc1C
  1781 | 1446
- CCc1nnc(NC(=O)CCCSc2nc3ccccc3[nH]2)s1
  1567 | 1452
- O=C(NCc1cccs1)c1ccc(S(=O)(=O)N2CCOCC2)cc1
  1532 | 1315
- Cc1cc(C)c2nc3s/c(=C/c4ccc5c(c4)n(C)c(=O)n5C)c(=O)n3c2c1
  1744 | 1607
- O=C(NNc1c(Cl)cc(Cl)cc1Cl)C1CCC1
  1830 | 1540
- C/C(=N\O)C(C)Oc1ccc(Cl)cc1 (stereo unspecified)
  1536 | 1535
- Cc1nn(C)c(Oc2ccccc2)c1CCNC(=O)CCl
  1812 | 1689
- CC1=C(C)CC(C(=O)Nc2ccc3c(c2)OCO3)C(C(=O)O)C1 (stereo unspecified)
  1997 | 1637
- CC(=O)Nc1ccc(C(=O)Nc2cc(C(F)(F)F)ccc2-n2cnc3ccccc32)cc1
  1676 | 1655
- CC(C)(CNS(=O)(=O)c1ccc2c(c1)OCCO2)N1CCOCC1
  1849 | 1769
- C/C(=N\NC(=O)COc1ccc(C(C)(C)C)cc1)c1ccc(-n2ccnc2)cc1
  1863 | 1594
- COc1ccc(CC(=O)Nc2cc(S(=O)(=O)N3CCOCC3)ccc2N2CCOCC2)cc1
  2063 | 1577
- COc1ccccc1N/C(N)=N/c1nc(CSc2nc3ccccc3s2)cc(=O)[nH]1
  1958 | 1661
- Nc1nc(-c2ccco2)nn1C(=O)c1ccccc1Cl
  1747 | 1661
- CCn1nc(C)c(/C=N/NC(=S)Nc2ccc(Cl)cc2Cl)c1C
  1652 | 1543
- COc1ccc(CNC(=S)Nc2ccccc2-c2ccccc2)cc1
  1525 | 1399
- C/C(CCc1ccc2c(c1)OCO2)=N\NC(=O)c1ccc(C)cc1C
  1705 | 1268

# Next entries follow:
# Results follow in this order: SRC1 TRFRET art | SRC3 TRFRET art
- COc1ccc(-c2[nH]ncc2CN(C)C(C)c2ccon2)c(OC)c1 (stereo unspecified)
  1747 | 1623
- COC(=O)Cc1c(O)ccn(Cc2cccc(C(F)(F)F)c2)c1=O
  2168 | 1509
- Cc1ccccc1Cn1c(=O)n(-c2ccccc2)c(=O)c2ccc(C(=O)NCc3ccco3)cc21
  1703 | 1762
- Cc1cc(S(=O)(=O)N(Cc2ccccn2)Cc2ccco2)ccc1-n1cnnn1
  1875 | 1403
- COc1ccc(Br)cc1CN(C)CC(=O)Nc1cc([N+](=O)[O-])ccc1OC
  1639 | 1541
- COc1ccc(C2CC(c3ccc(C)cc3)Nc3ncnn32)cc1 (stereo unspecified)
  1923 | 1786
- CC1=NN(c2ccccc2)C(=O)/C1=C/C=C/C=C/N(C)C
  1893 | 1878
- Cc1ccc([N+](=O)[O-])cc1NC(=O)CN(C(=O)c1ccccc1Cl)C1CCCCC1
  1813 | 1505
- CN(C)c1ccc(N=Nc2ccccc2C(=O)OCC(=O)N2CCCC2)cc1
  1736 | 1515
- O=c1cc(-c2ccc(C3CCCCC3)cc2)[nH][nH]1
  1960 | 1558
- COc1c(C)cc(C(=O)C2CCCN(C(=O)c3cc4nc(C)cc(C)n4n3)C2)cc1C (stereo unspecified)
  1645 | 1583
- Cc1ccc(OCc2csc(N)n2)cc1
  2013 | 1910
- Cc1cc(C)c(C(=O)/C=C/c2ccc3c(c2)OCO3)c(=O)[nH]1
  1891 | 1530
- CC1(C)C(=O)C2(CCCCC2)C(=O)OC1C(=O)c1ccccc1 (stereo unspecified)
  1988 | 1680
- O=C(CCCc1ccccc1)Nc1ccc2c(c1)OCCO2
  1698 | 1517
- Cc1ccc(NC(=O)c2ccccc2-c2ccccc2C(=O)O)cc1
  1794 | 1564
- COc1ccc(N(C(=O)CNC(=O)c2cccs2)C(C(=O)NCC2CCCO2)c2ccccc2)cc1 (stereo unspecified)
  2153 | 1812
- Cc1n(N)c2ccccc2[n+]1CC(=O)c1ccccc1
  1924 | 1654
- O=C(NC(=S)N1CCN(c2ccc([N+](=O)[O-])cc2)CC1)c1ccccc1
  2213 | 1545
- CC(C)(C)NC(=O)COC(=O)CNC(=O)c1cc(Cl)cc([N+](=O)[O-])c1
  1686 | 1722
- CCc1ccc(NC(=O)C(=O)N/N=C(\C)CC(=O)NCc2ccc(Cl)cc2)cc1
  1815 | 1690
- Cc1cc(N2CCN(C)CC2)nc2ccc(NC(=S)N3CCCCC3)cc12
  1841 | 1516

# Single records (already shown). Order of screens: SRC1 TRFRET art	SRC3 TRFRET art
# Listed for O=C(CCCc1ccccc1)Nc1ccc2c(c1)OCCO2 = 1698	1517
# Listed for CCc1ccc(NC(=O)C(=O)N/N=C(\C)CC(=O)NCc2ccc(Cl)cc2)cc1 = 1815	1690
# Listed for Cc1ccc(OCc2csc(N)n2)cc1 = 2013	1910
# Listed for Cc1ccc(NC(=O)c2ccccc2-c2ccccc2C(=O)O)cc1 = 1794	1564
# Listed for Cc1cc(N2CCN(C)CC2)nc2ccc(NC(=S)N3CCCCC3)cc12 = 1841	1516
